Assay outcomes deposited in PubChem by Sanford-Burnham Center for Chemical Genomics.
ATG4B inhibitor = blocks human ATG4B protease cleavage of LC3 substrate; Q9Y4P1; ATG4B cleavage of LC3-PLA2, NBD-HPC fluorescence, 1 h; inhibition, % at 8.33 µM; 0.51% of 340,000 active; AID 504462; in the data active = inhibition above about 40%
Target sequence (Q9Y4P1 whole entry, looked up): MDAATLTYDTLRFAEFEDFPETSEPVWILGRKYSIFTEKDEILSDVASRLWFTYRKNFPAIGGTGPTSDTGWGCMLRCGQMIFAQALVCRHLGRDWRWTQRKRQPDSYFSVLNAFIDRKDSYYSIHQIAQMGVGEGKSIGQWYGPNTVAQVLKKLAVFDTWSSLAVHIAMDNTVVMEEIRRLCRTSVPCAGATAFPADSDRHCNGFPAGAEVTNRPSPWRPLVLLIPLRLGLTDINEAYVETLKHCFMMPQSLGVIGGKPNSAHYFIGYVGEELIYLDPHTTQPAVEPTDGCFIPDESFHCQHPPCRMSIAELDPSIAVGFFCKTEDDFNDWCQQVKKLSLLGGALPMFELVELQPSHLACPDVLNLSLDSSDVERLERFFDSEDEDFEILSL
tim10-1 inh = growth inhibitors of tim10-1 mutant yeast; S. cerevisiae tim10-1 ts strain growth, BacTiter-Glo, 24 h; 2.2% of 330,000 active; inhibition, % at 20 µM;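 active = inhibition of at least 40%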;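 note: mutant grown at 25 °C; 0% = DMSO wells with yeast and 100% = wells holding no yeast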
mIAP block = mouse IAP inhibition; purified mouse IAP, CDP-Star luminescence, 30 min; 0.2% of 330,000 active; inhibition, % at 10 µM;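 active = inhibition of at least 40% at 10 µM in the primary screen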;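 note: plate controls were DMSO with enzyme for no effect and no enzyme wells for full effect; values of inactives mirror those of a sister screen read the other way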
hIAP act = increases human intestinal alkaline phosphatase activity. purified human IAP, CDP-Star luminescence, 30 min; stronger effect = higher value; 1 = vehicle-only enzyme, 0 = enzyme-free background. P09923. activation factor at 10 µM. 0.16% of 330,000 active;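 active = activation factor of the enzyme at least 2-fold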; note: the source names both 10 and 20 µM as test concentration; values of inactives mirror those of a sister screen read the other way
Target sequence (P09923 whole entry, looked up): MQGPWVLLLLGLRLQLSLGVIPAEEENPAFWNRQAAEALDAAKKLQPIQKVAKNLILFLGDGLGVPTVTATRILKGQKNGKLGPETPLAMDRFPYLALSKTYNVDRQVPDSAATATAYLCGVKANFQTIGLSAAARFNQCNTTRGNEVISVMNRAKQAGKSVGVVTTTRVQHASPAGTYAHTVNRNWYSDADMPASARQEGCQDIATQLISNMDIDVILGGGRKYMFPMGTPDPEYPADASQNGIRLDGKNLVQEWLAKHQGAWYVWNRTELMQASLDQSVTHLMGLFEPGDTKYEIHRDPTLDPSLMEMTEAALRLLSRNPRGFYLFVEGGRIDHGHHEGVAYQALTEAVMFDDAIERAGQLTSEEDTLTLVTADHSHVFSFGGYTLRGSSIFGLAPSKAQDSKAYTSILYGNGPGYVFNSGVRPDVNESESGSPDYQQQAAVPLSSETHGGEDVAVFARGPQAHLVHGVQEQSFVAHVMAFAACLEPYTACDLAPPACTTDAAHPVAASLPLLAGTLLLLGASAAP
TIM10 inh = TIM10 yeast growth inhibition. S. cerevisiae TIM10 strain growth, BacTiter-Glo luminescence, 24 h. inhibition, % at 10 µM. 1.4% of 330,000 active. AID 463195;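 active = inhibition of 40% or more at the single tested concentration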;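 note: wild-type TIM10 isogenic control strain grown at permissive 25 °C; 0% = DMSO yeast wells and 100% = minimal medium wells without yeast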
NALP3 yeast inh = blocks the NALP3 inflammasome reconstituted in yeast | Yeast reconstituted NLRP3/ASC/caspase-1, beta-gal luminescence, 24 h | inhibition, % at 10 µM | 0.39% of 330,000 active | AID 2825;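 active = inhibition of 50% or more; inactive = inhibition below 50%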;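 note: plate controls were induced DMSO wells for no effect and uninduced yeast grown without galactose for full effect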
Apaf1 inhib = blocks human Apaf-1 apoptosome activity | O14727 | reconstituted apoptosome caspase-3 activity, DEVD-Rh110 fluorescence | inhibition, % at 20 µM | 0.71% of 330,000 active | AID 489030; active = inhibition of at least 40% at 20 µM;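 note: plate controls were DMSO wells for no effect and DEVD-CHO caspase inhibitor wells for full effect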
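System – cell-free apoptosome with Apaf-1, procaspase-3 and caspase-9 · Buffer or medium – pH 7.5 Hepes buffer with CHAPS, BSA, DTT · Also added – cytochrome c with DEVD-Rh110 · Times – 30 min compound preincubation, 50 min activation, room temperature · Technique – Rh110 fluorescence intensity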
hIAP inh = human IAP inhibition; P09923; purified IAP, CDP-Star luminescence, 30 min; inhibition, % at 10 µM; 0.12% of 330,000 active; AID 2544;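 active = inhibition reaching a set limit with compound at 10 µM in the primary screen, cut at about 35% in these data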;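 note: plate controls were DMSO wells with enzyme for no effect and no-enzyme buffer wells for full effect; values of inactives mirror those of a sister screen read the other way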
mIAP activ = increases mouse intestinal alkaline phosphatase activity; muIAP, CDP-Star luminescence, 30 min; stronger effect = higher value; 1 = vehicle-only enzyme signal, 0 = enzyme-free wells; activation factor at 10 µM; 0.24% of 330,000 active;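 active = activation factor of at least 2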; note: the source names both 10 and 20 µM as test concentration; values of inactives mirror those of a sister screen read the other way
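System: Mouse IAP enzyme | Also added: CDP-Star substrate | Dosing: Compounds dispensed in DMSO | Schedule: 30 min enzyme-substrate-compound incubation at room temperature | Technique: Chemiluminescence readout | Control set: DMSO-only wells and no-enzyme negative control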
The depositor's hits bear a star; nt = not tested or not shown.

SMILES	ATG4B inhibitor	tim10-1 inh	mIAP block	hIAP act	TIM10 inh	NALP3 yeast inh	Apaf1 inhib	hIAP inh	mIAP activ
Cc1ccc2c(Cn3cc(C(F)(F)F)cc(Cl)c3=O)cc(=O)oc2c1	nt	4	-2	0.83	4	-8	8	17	1
CC(C)(C)c1ccc(C(=O)NNC(=O)c2cccc(Br)c2)cc1	0	-10	8	1.5	-16	40	14	-50	0.92
CC(=O)c1cccc(OCc2cc(C(=O)N3CCSCC3)no2)c1	13	-15	-1	0.98	-2	20	6	2	1
CCOCCCNC(=S)N1CCC(C(=O)c2ccc(C)cc2)CC1	4	10	1	0.93	-3	6	5	7	0.99
CCC(c1nnnn1C1CCCCC1)N1CCN(C(=O)c2ccco2)CC1 (centres undefined)	-3	26	-4	0.93	3	6	4	7	1
CCOC(=O)NC(Nc1ccc(OC)cc1)(C(F)(F)F)C(F)(F)F	0	20	4	1	-20	7	6	-3	0.96
Cc1coc2c(C)c3oc(=O)c(CCC(=O)NCCCN4CCOCC4)c(C)c3cc12	-7	18	-4	1.2	9	20	9	-22	1
Cc1nc2cc(NCc3cccs3)ccc2n1C	1	23	11	1.1	-5	3	-5	-7	0.89
CCOC(=O)c1ccc(S(=O)(=O)N2CCN(C(=O)c3cc4ccccc4o3)CC2)cc1	-11	3	6	1.1	14	18	-7	-13	0.94
Cc1cc(C)cc(C(=O)NC(CC(N)=O)c2ccc(NCCN3CCOCC3)c([N+](=O)[O-])c2)c1 (centres undefined)	-4	-3	-6	0.86	5	5	-4	14	1.1
C=CCn1c(SCC(N)=O)nc2sc3c(c2c1=O)CCC3	1	8	34	1	0	28	6	-3	0.66
S=C(NCC1CCCCC1)Nc1ccc(Oc2ccccc2)cc1	29	40	-226	0.95	54*	30	16	5	3.3*
O=C(CCN1N=C(c2ccccc2)CCC1=O)NCC1CCCO1 (centres undefined)	-3	-6	-3	1.1	5	18	-6	-12	1
CC(C)(C)NC(=O)CSc1nc(N)c(-c2ccccc2)c(=O)[nH]1	-1	-6	-1	1.1	-7	7	3	-12	1
O=C(COc1ccccc1Cl)Nc1ccccc1C(=O)N1CCOCC1	5	3	6	1.1	10	18	4	-12	0.94
COc1ccccc1OC(C)C(=O)N(Cc1ccco1)C1CCS(=O)(=O)C1 (centres undefined)	4	-2	-8	1	-4	5	-13	-2	1.1
O=C1C2=C(CCCC2)C(=O)N1CNc1ccccc1	-3	-9	-9	1.1	-23	8	-1	-6	1.1
COc1ccc2[nH]c(CN3CCC(CO)(CCOc4ccccc4)CC3)c(C)c2c1	7	17	0	1.1	-10	14	14	-9	1
O=C(COC(=O)C1CCN(S(=O)(=O)c2ccccc2)CC1)NC(=O)c1ccc(OC(F)F)cc1	-16	-5	0	0.93	0	6	-3	7	0.99
COc1ccccc1-c1sc2ccccc2c1-c1ccc(O)cc1	6	-19	-2	0.93	33	15	9	7	1
COc1ccc2c(c1)c(CC(=O)OCC(=O)O)c(C)n2C(=O)c1ccc(Cl)cc1	5	28	-14	1.1	11	22	6	-5	1.1
O=C(Nc1ccc(Cl)cc1Cl)C1CCCO1 (centres undefined)	1	-7	10	1	-7	21	-3	-3	0.9
O=C1c2ccsc2SCCN1Cc1ccccc1Cl	8	3	3	0.94	-13	51*	2	6	0.97
Cn1c(Cc2ccc3c(c2)OCO3)nnc1SCC(=O)NC(C)(C)C	-5	2	-11	1.1	9	10	-6	-10	1.1
CCC1Oc2ccc(C)cc2N(CC(=O)N(Cc2ccc(C)o2)C2CC(C)(C)NC(C)(C)C2)C1=O (centres undefined)	-2	14	-4	0.8	5	4	11	20	1
The list goes on:
SMILES	ATG4B inhibitor	tim10-1 inh	mIAP block	hIAP act	TIM10 inh	NALP3 yeast inh	Apaf1 inhib	hIAP inh	mIAP activ
Cc1cc(C)c2nc(N3CCCC(C(=O)NCCN4CCOCC4)C3)sc2c1 (centres undefined)	7	-13	-8	1.1	-2	12	-3	-11	1.1
CC(=O)OCC1(C)CN(c2ccccc2)N(C(=O)c2ccc(F)cc2)C1=O (centres undefined)	-4	40	1	0.93	20	1	-9	7	0.99
COc1ccc(-c2nnn(CC(=O)NCc3ccccc3)n2)cc1OC	4	-1	-13	1	-21	12	-16	-1	1.1
O=C(CSc1nc2ncc(Cl)cc2[nH]1)N1CCOCC1	-3	5	-6	1.2	5	8	11	-21	1.1
CCCOc1ccc(CNC(=O)C2CCN(C(=O)N3CCOc4ccccc43)CC2)cc1	-4	12	-14	0.89	-1	21	-4	11	1.1
COc1ccccc1CC(NC(C)=O)C(=O)NC1CCN(C(=O)Nc2ccccc2C)CC1 (centres undefined)	-3	14	-5	1.1	-12	12	3	-15	1.1
CC(C)N(C(=O)NC(=O)Nc1ccc(S(=O)(=O)N2CCCC2)cc1)S(C)(=O)=O	-4	2	9	1	-13	-4	10	-3	0.91
N#Cc1cnn2ccn(C3OC(CO)C(O)C3O)c12 (centres undefined)	-8	-1	6	0.95	0	-4	-3	5	0.94
CC(=O)Oc1ccc2c3c(c(=O)oc2c1C)CCCC3	4	12	8	1	6	15	3	-2	0.92
N#Cc1nn(-c2ccccc2)nc1N1CCCCC1	7	17	5	0.79	11	-2	13	21	0.95
C=CCN(Cc1cccs1)C(=O)COc1ccc2c(c1)OCO2	7	-19	-1	1.1	7	32	3	-12	1
COC(=O)C1=C(C)N(Cc2ccccc2)C(=NCCc2cccnc2)N[C@H]1c1ccc(Br)cc1	-1	7	-20	0.93	3	20	51*	7	1.2
CCOC(=O)c1c(C)[nH]c(C)c1C(=O)COC(=O)c1ccccc1O	-2	7	3	1.1	17	8	3	-10	0.97
COc1cc(OC)nc(NC(=O)COC(=O)c2cccc(Cl)c2)n1	-3	-6	5	1	-4	21	-14	0	0.95
Cc1cc(C)n(CCNS(=O)(=O)c2ccc(C)c(C)c2)n1	-1	6	-10	1.1	-6	8	-7	-12	1.1
CCN(CC#CCC1(O)c2ccccc2-c2ccccc21)C(C)C	6	18	-2	1.1	-3	14	10	-9	1
CCC1CCCCN1C(=O)COC(=O)c1cc(C)nc2ccccc12 (centres undefined)	2	-10	4	0.93	10	10	-7	7	0.96
O=C1N[C@@H](c2ccccc2)COC(=O)[C@@H](Cc2ccc(F)cc2)CC/C=C/C[C@@H]1CC(=O)N(CCO)Cc1ccccc1	34	10	-2	0.98	6	11	22	2	1
CCN(CCCNC(=O)CCNC(=O)Cn1cnc2ccccc2c1=O)c1cccc(C)c1	-13	5	-6	1	12	9	3	-3	1.1
Cc1ccc(CNC(=O)COc2ccc(C(=O)c3ccc(F)cc3)cc2)cc1	2	1	0	0.88	3	-41	11	12	1
CCCc1cc(C(=O)N2CCCC(N3CCN(c4ccccc4F)CC3)C2)n(C)n1 (centres undefined)	1	-7	1	1.2	11	9	2	-20	0.99
CCOC(=O)c1cccc(NC(=O)CSc2nnc(COc3ccc(Cl)cc3)o2)c1	-8	11	4	1.1	-33	9	-1	-5	0.96
CCOc1ccc(Br)cc1S(=O)(=O)NCc1ccc(S(N)(=O)=O)cc1	-5	15	7	0.91	0	0	-8	10	0.93
Nc1nnc(CC(=O)N/N=C/c2ccc(-c3ccccc3)o2)s1	7	8	14	1	2	-4	-3	-1	0.86
O=c1c2ccccc2nc(SCc2nc3ccccc3s2)n1CCCO	-6	-4	8	0.97	8	12	18	3	0.92
Next part
SMILES	ATG4B inhibitor	tim10-1 inh	mIAP block	hIAP act	TIM10 inh	NALP3 yeast inh	Apaf1 inhib	hIAP inh	mIAP activ
O=C(c1nc2ccccn2c1CN1CCCC(O)C1)N1CCN(C2CCCCC2)CC1 (centres undefined)	6	4	11	1.2	5	6	-17	-16	0.89
O=C(O)c1cn(-c2ccccc2)nc1C(=O)O	0	-3	4	1.2	-7	-1	6	-17	0.96
COc1ccc(SCc2noc(C(=O)NC(C)C)c2C(=O)O)cc1	-2	8	-4	1	-4	9	2	-4	1
CC(=O)c1sc2nc(C)cc(C)c2c1N	0	2	0	0.97	11	20	6	2	1
CCCc1cc(=O)oc2cc(C)cc(OCC(=O)NCc3ccncc3)c12	-1	10	4	1.1	-7	7	-6	-8	0.96
COCCN1CCN(C(=O)C2CCC(=O)N(CCCc3ccccc3)C2)CC1 (centres undefined)	-5	4	-1	1	-7	-4	-10	-2	1
COCCN(C(=O)CC1C(=O)NCCN1Cc1ccc(-c2ccccc2)cc1)C(C)C (centres undefined)	-4	-5	9	0.98	12	19	-4	2	0.91
O=C(COc1ccc(S(=O)(=O)N2CCCC2)cc1)N1CCN(c2ccccc2F)CC1	-12	14	3	1.1	-5	-4	10	-13	0.97
N#Cc1nc(-c2ccco2)oc1N1CCN(c2cccc(Cl)c2)CC1	-15	27	5	0.95	28	28	7	5	0.95
COc1cc(NC(=O)C(C)N2CCN(C(=O)C3CC3)CC2)cc(OC)c1 (centres undefined)	0	-6	-12	0.87	3	12	-1	13	1.1
CC1(C)CC(C(=O)Nc2nccs2)CCO1 (centres undefined)	11	-19	12	0.94	-2	6	-2	6	0.88
